AMA1 RON2 block – disrupts binding of P. falciparum AMA1 to RON2; Potency, µM (doses to about 58.2 µM), for the others: top-dose activity change, negative = inhibition, most hits filed as inhibitors; 360,000 compounds, 0.2% hits; AlphaScreen AMA1-biotinylated RON2 peptide binding;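 further: potency means the concentration at half of the fitted maximal effect; 0% = vehicle wells and -100% = peptide control; nearly all actives have a fitted effect of over 45% in size; some results filed as inactive show a strong effect at the top dose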
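AMA1 (3D7) with his tag at 25 nM final met compounds first, then biotinylated RON2 peptide at 25 nM; detection used donor plus acceptor beads, 10 µg/mL apiece, read by AlphaScreen after 30 min at room temperature.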
CHX counter – counter-screen hit for Shiga toxin inhibitors, cycloheximide; cell reporter, cycloheximide protein synthesis inhibition counterscreen; max response, %; 300,000 compounds, 12% hits; in the data active means max response mostly above about 13%, no sharp cut-off; inactive means mostly below about 14%; further: read at 38.3 µM for the half of the compounds with a filed dose; 0% is about no effect
TbPYK inhibitor – T. brucei pyruvate kinase inhibition; Potency, µM (titrated, usually from 76.8 µM), for the others: at the top dose activity, negative = inhibition, usual class: inhibitors; TbPYK enzyme, Kinase-Glo Plus ATP luminescence, 45 min; 410,000 compounds, 0.12% hits; Q57TT1; further: potency means the concentration at half of the fitted maximal effect; on the % scale 0 is the no-effect control and ±100 the full control effect; nearly all actives have a fitted effect of over 50% in size
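Luminescent Kinase-Glo Plus end-point after 45 min room-temperature reaction of T. brucei pyruvate kinase started with 130 uM ADP (final). Buffer TEA 50 mM pH 7.2 with KCl, MgCl2, BSA, Tween-20; titration-based qHTS with fitted concentration-effect curves.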
Pf growth 96h – inhibits malaria parasite growth, 96 h; 320,000 compounds, 6.9% hits; P. falciparum luciferase reporter growth, 96 h; Potency, µM (top dose mostly 28.7 µM), inactives show at the highest dose activity change, negative = inhibition, usual class: inhibitors; further: potency means the concentration at half of the fitted maximal effect; on the % scale 0 is the no-effect control and ±100 the full control effect
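Cell-based qHTS: luciferase-tagged P. falciparum in erythrocytes (2% hematocrit, 0.05% parasitemia final) incubated with compounds for 96 hours, 37 C, 5% CO2; luciferase detection reagent then added and luminescence measured.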
LmPK inhibitor – inhibitors of Leishmania mexicana pyruvate kinase. purified LmPK, Kinase-Glo ATP luminescence, 1 h. Potency, µM (series often up to 57.5 µM), without a hit: at the highest dose activity change, negative = inhibition, most hits filed as inhibitors. 290,000 compounds, 0.37% hits. Q27686; further: potency means the concentration at half of the fitted maximal effect; on the % scale 0 is the no-effect control and ±100 the full control effect
Target sequence (Q27686 whole entry, looked up): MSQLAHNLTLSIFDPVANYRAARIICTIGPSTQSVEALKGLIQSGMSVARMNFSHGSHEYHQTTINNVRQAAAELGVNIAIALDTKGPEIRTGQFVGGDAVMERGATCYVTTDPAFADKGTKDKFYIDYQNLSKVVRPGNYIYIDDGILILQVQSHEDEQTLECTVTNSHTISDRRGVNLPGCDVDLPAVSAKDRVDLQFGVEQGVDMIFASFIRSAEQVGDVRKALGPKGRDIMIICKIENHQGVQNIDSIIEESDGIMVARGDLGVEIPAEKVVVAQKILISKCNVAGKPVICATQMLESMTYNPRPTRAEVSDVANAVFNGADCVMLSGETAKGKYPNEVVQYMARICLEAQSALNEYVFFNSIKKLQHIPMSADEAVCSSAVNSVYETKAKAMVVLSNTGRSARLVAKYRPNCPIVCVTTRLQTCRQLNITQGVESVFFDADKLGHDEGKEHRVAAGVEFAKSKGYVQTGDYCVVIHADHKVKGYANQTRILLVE
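In 50 mM imidazole pH 7.2 with 7 mM MgCl2, LmPK (0.1 nM) turned over PEP (0.5 mM) and ADP (0.1 mM) for 1 h at room temperature. Luciferase read-out of ATP.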
Pf growth 48h – inhibits P. falciparum growth in the first generation, 48 h. P. falciparum luciferase growth in erythrocytes, 48 h. Potency, µM (doses to about 28.7 µM), for inactives: at the highest dose activity change, negative = inhibition, hits mostly inhibitors. 310,000 compounds, 5.9% hits. AID 504832; further: potency means the concentration at half of the fitted maximal effect; on the % scale 0 is the no-effect control and ±100 the full control effect
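Luminescence readout; reporter = integrated firefly luciferase in P. falciparum. RBC culture at 2% hematocrit, 0.1% parasitemia final, 37 C/5% CO2; decreased signal taken as growth inhibition.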
Shiga inhibitor – inhibitors of Shiga toxin in Vero cells | 290,000 compounds, 9.2% hits | Vero cells, Shiga toxin protein synthesis inhibition reporter | inhibition, % at 38.7 µM; in the data active means inhibition mostly above about 28%, no sharp cut-off; inactive means mostly below about 43%; further: 0% is about no effect
* = called active by the depositor; u = inconclusive; x = no result given; & = joins results of further samples; [ ] = dose if it differs, or a comment. Unless noted, the call rests on the fitted dose curve; in most records, active means well fitted curve in the direction sought with a large enough effect; inconclusive means small, poorly fitted or top-dose-only effect, or another doubt; inactive means no such curve, though single readings can be large; an effect the other way counts as inactive or inconclusive.

The line under a structure holds: AMA1 RON2 block	CHX counter	TbPYK inhibitor	Pf growth 96h	LmPK inhibitor	Pf growth 48h	Shiga inhibitor
CC(=O)N1CCN(S(=O)(=O)c2cccc(C(=O)NC3CCCc4ccccc43)c2)CC1 (centres undefined)
  -2%	-4	6%	-9%	0%	-5%	-10
N#Cc1c(N)nc2c(c1-c1cccnc1)CCCCC2
  -24%	-2	5%	x	-1%	u	-8
Cc1ccc(S(C)(=O)=NC(=O)c2cc(C)on2)cc1 (centres undefined)
  15%	1	0%	-5%	3%	-7%	-3
CCCCn1c(=O)c(C(=O)NCCc2ccccc2)c(O)c2ccccc21
  112%[activator]	-4	-19%	11%	-1%	u	13
COC(=O)C(CC(=O)O)NCc1ccco1 (centres undefined)
  -10%	-3	-5%	-5%	-3%	4%	-9
Cc1cccc(NC(=O)c2sc3ncn(CC(=O)N4CCN(c5ccccn5)CC4)c(=O)c3c2C)c1
  -3%	13	-2%	31%	-10%	6%	-3
CCCCn1c(N)c(N(CCC(C)C)C(=O)c2cc(Cl)nc3ccccc23)c(=O)[nH]c1=O
  -1%[11.6 µM]	x	4%	u	x	-28%	x
Cn1c(N)c(C(=O)COC(=O)c2cc(C(F)(F)F)nc3ccccc23)c(=O)n(C)c1=O
  x	-4	x	u	7%	u	-5
Cc1ccc(Cl)cc1N1CCN(S(=O)(=O)c2ccc3c(c2)oc(=O)n3C)CC1
  -3%	-4	2%	x	1%	u	-11
Cc1ccc2nc(Cl)c(/C=C/C(=O)c3ccco3)cc2c1
  -22%	57*	-4%	19%	-9%	25%	81*
CCC(=O)Nc1cc(C(F)(F)F)ccc1N1CCCC1
  11%	-4	1%	29%	-13%	23%	-18
COc1ccc2c(=O)cc(-c3ccccc3F)oc2c1
  8%	41*	1%	90%[activator]	0%	19%	54*
COc1ccc(-n2cc(-c3ccccc3)c3c(=O)[nH]cnc32)cc1
  u	-7	5%	10µM*	1%	-25%	-12
CCOc1ccc(Br)cc1C(=S)N1CCCC1
  -6%	-2	7%	u	0%	-11%	x
CCOc1ccc(OCC(O)CNC2CCN(Cc3ccccc3)CC2)cc1 (centres undefined)
  -3%	-1	-11%	2.3µM*	0%	2.6µM*	-32
Cc1noc(C)c1COc1cccc(C(=O)NCc2ccccc2Cl)c1
  -12%	-3	-1%	u	4%	x	-5
COc1cccc(C(=O)OCC(=O)NCCc2ccccc2)c1OC
  0%	1	-7%	24%	-6%	2%	-21
CCOC(=O)CCCNC(=O)CCNC(=O)c1ccc(OCC)cc1
  2%	-1	2%	x	-1%	12%	-13
O=C(Nc1cccc(-n2cccn2)c1)C1CCCN(Cc2ccc(C#CCCO)cc2)C1 (centres undefined)
  -17%	-4	-8%	36%[activator]	-12%	10µM*	-4
CCCNC(=S)N1CCC(NC(=O)c2cccc(C)c2)CC1
  0%	-3	1%	-17%	1%	15%	x
COc1ccccc1CNC(=O)C1CCCN(S(=O)(=O)c2ccc3c(c2)CC(C)N3C(C)=O)C1 (centres undefined)
  -2%	14	3%	u	0%	u	-3
CC1C(=NO)C(C)C(c2ccc(N(C)C)cc2)NC1c1ccc(N(C)C)cc1 (centres undefined)
  -3%	-1	-2%	1.9µM*	1%	u	-6
N#CC1=C2N=C(N)c3ccccc3N2C2=C(C(=O)CCC2)C1c1ccc(Cl)cc1 (centres undefined)
  53%[activator]	-2	0%	6%	4%	u	-18
CC1(C)CC(=O)C/C(=N\NC(=S)NCc2ccccc2)C1
  79%[activator]	9	-9%	u	1%	u	36
COc1ccc(OCC(=O)NCC(c2ccc(OC)cc2)N2CCCCC2)cc1 (centres undefined)
  -12%	-3	0%&4%	29%	-2%	u	-5
CC(NC(=O)c1ccccc1Cl)C(=O)NCc1cccs1 (centres undefined)
  3%	x	4%	-10%	x	3%	x
CCCCCCSc1cccc(-c2nc3ccc(C)cn3c2NC2CCCCC2)c1
  -2%	x	-2%	5.2µM*	x	9.3µM*	x
N#Cc1c(NC(=O)CCCC(=O)O)sc2c1CCCCC2
  0%	34*	-11%	25%	-2%	81%[activator]	112*
COc1ccc(C2=C(Nc3ccccc3)c3ccccc3C2=O)cc1
  -12%	8	-3%	-93%	-4%	1µM*	5
CCOc1ccccc1N(CC(=O)NCCOC)C(=O)CCC(=O)Nc1ccccn1
  -9%	4	6%	34%[activator]	0%	17%	10
Cc1nc(Cl)c(C#N)c2c1CCCC2
  1%	5	-2%	u	7%	u	-6
O=C(CN1CC(=O)Nc2ccccc21)Nc1ccc(F)c(F)c1
  14%	30*	-3%	u	7%	39%[activator]	75*
CC(=O)c1cc(-c2ccccc2)n(CC(=O)N2CCCCC2)c1C
  0%	8	-3%	u	4%	x	3
O=c1c(Br)c(Br)cnn1-c1ccccc1
  3%	-9	5%	-2%	3%	-28%	-32
Cc1cccc(C(=O)Nc2ccc(C(=O)N/N=C/c3ccc4c(c3)OCO4)cc2)c1
  43%[activator]	-6	2%	2%	-5%	u	-4
CC(=O)N1CCCc2cc(S(=O)(=O)N(CC(C)C)CC(C)C)ccc21
  -18%	-5	3%	u	-1%	u	-21
O=C(c1ccc(OC2CCN(Cc3ccccn3)CC2)cc1)N1CCCCO1
  53%[activator]	1	-1%	12%	-6%	-10%	2
Cc1ccc(NC(=O)c2ccc3c(c2)C(=O)N(CC2CCCO2)C3=O)cc1C (centres undefined)
  -6%	45*	-4%	-29%	1%	35%[activator]	67*
O=C(C1CCC1)N1CCN(S(=O)(=O)c2ccc([N+](=O)[O-])cc2)CC1
  -1%	x	-11%	10µM*	x	u	x
CCC(C)N1CCC2(CC1)N=c1c(c3c4c5c(C)c(O)c3c(O)c1=NC(=O)C(C)=CC=C[C@H](C)[C@H](O)[C@@H](C)[C@@H](O)[C@@H](C)[C@H](OC(C)=O)[C@H](C)[C@@H](OC)C=CO[C@@](C)(O5)C4=O)N2 (some centres undefined)
  -26%	x	-11%	u	x	9.3µM*	x
Cc1cccc(NC(=O)COC(=O)c2cccc(S(=O)(=O)N3CCCCCC3)c2)c1
  4%	x	-7%	59%[activator]	x	12%	x
Cn1c(CC(=O)NNC(=O)c2ccccc2F)nc2ccccc21
  87%[activator]	x	-1%	u	x	u	x
O=C(NN1CCOCC1)c1cc(-c2ccncc2)nc2ccccc12
  2%	9	-1%	-10%	-1%	19%	-5
CN1CCN(c2ccc(C(CC(N)=O)NC(=O)Cc3cccc4ccccc34)cc2[N+](=O)[O-])CC1 (centres undefined)
  -8%	-1	-3%	22%	-3%	33%[activator]	5
Cc1ccc(N(C(=O)Cc2cccs2)C(C(=O)NCC2CCCO2)c2ccncc2)cc1 (centres undefined)
  8%	30*	5%	32%[activator]	6%	-2%	59*
CCOC(=O)N1CCN(C2CC(=O)N(c3ccccc3)C2=O)CC1 (centres undefined)
  2%	-6	3%	3%	-5%	5%	4
O=C(NC1CCCCC1)c1cccc(S(=O)(=O)N2CCCCC2)c1
  3%	-2	2%	4.1µM*	7%	9%	71*
COc1ccc(S(=O)(=O)N2CCC(C(=O)Oc3cccc(C)c3)CC2)cc1OC
  6%	-4	1%	14%	-4%	80%[activator]	-2
c1ccc(Nc2nc3ccccc3n3cnnc23)cc1
  -8%	10	-4%	14%	2%	27%	18
Cc1cc(NC(=O)CSc2ncnc3ccccc23)no1
  19%	-7	1%	-9%	5%	x	13
CCCNC(=O)C1CC(c2ccc(C(F)(F)F)cc2)=NO1 (centres undefined)
  -2%	21	-7%	69%[activator]	-3%	64%[activator]	51
Cc1ccc(C(=O)Nc2cccnc2Cl)cc1Cl
  6%	35*	0%	3%	-2%	144%[activator]	x
Cc1cc(C)cc(OCC(O)CN2C(=O)NC(C)(C)C2=O)c1 (centres undefined)
  12%	-4	-2%	u	7%	x	-9
O=C1CC(N2CCN(C/C=C/c3ccccc3)CC2)C(=O)N1CCc1ccccc1 (centres undefined)
  29%	-3	-9%	u	10%	x	-12
COC(=O)C1(C)NC(c2ccc(OC)cc2)C2C(=O)N(c3ccccc3)C(=O)C21 (centres undefined)
  0%	-2	-10%	29%	2%	u	-3
Cc1ccc2c(CN3CCN(S(=O)(=O)c4ccc(Cl)cc4)CC3)cc(=O)oc2c1C
  -9%	x	-10%	u	x	4.1µM*	x
CC(=O)N1CCN(c2ccc([N+](=O)[O-])cc2)CC1
  -8%	-4	-3%	179%[activator]	5%	u	-13
CCCNC(=O)CSc1nnc(-c2ccccc2Br)n1-c1cccc(C(F)(F)F)c1
  -3%	-4	-18%	u	5%	-24%	-22
c1ccc(-n2cnc3cc(NCc4ccncc4)ccc32)cc1
  -5%	27*	-1%	u	3%	u	91*
O=C1C(=O)N(Cc2cccnc2)C(c2cccc(Br)c2)/C1=C(/O)c1ccc2c(c1)OCO2 (centres undefined)
  10%	5	0%	-4%	-5%	-35%	30

Arranged by number of heavy atoms (highest first): some entries from above.
The line under a structure holds: AMA1 RON2 block	CHX counter	TbPYK inhibitor	Pf growth 96h	LmPK inhibitor	Pf growth 48h	Shiga inhibitor
COC(=O)C1(C)NC(c2ccc(OC)cc2)C2C(=O)N(c3ccccc3)C(=O)C21 (centres undefined)
  0%	-2	-10%	29%	2%	u	-3
CCOC(=O)N1CCN(C2CC(=O)N(c3ccccc3)C2=O)CC1 (centres undefined)
  2%	-6	3%	3%	-5%	5%	4
Cc1cc(C)cc(OCC(O)CN2C(=O)NC(C)(C)C2=O)c1 (centres undefined)
  12%	-4	-2%	u	7%	x	-9
Cc1cc(NC(=O)CSc2ncnc3ccccc23)no1
  19%	-7	1%	-9%	5%	x	13
Cc1ccc(C(=O)Nc2cccnc2Cl)cc1Cl
  6%	35*	0%	3%	-2%	144%[activator]	x

(cont.)
The line under a structure holds: AMA1 RON2 block	CHX counter	TbPYK inhibitor	Pf growth 96h	LmPK inhibitor	Pf growth 48h	Shiga inhibitor
O=C(NC1CCN(Cc2ccccc2)CC1)C1CCN(S(=O)(=O)c2ccccc2)CC1
  -7%	-2	-6%	u	-2%	15%	-7
O=C(N/N=C/c1cccc(OC(=O)c2cccc(Br)c2)c1)c1ccncc1
  0%	21	5%	106%[activator]	5%	35%[activator]	30
CSc1nnnn1-c1cccc(O)c1
  12%	-2	-4%	x	3%	-1%	-12
O=C(NC1CCCC1)c1cc(-c2ccc(Cl)cc2)on1
  0%	27*	2%	142%[activator]	-4%	83%[activator]	59*
Cc1ccccc1CS(=O)(=O)Cc1ccc(C(=O)NCCCN2CCCC2=O)o1
  -9%	-1	-4%	16%	-5%	-11%	-3
Cc1cc(C)c(C#N)c(SCC(=O)Nc2nonc2N)n1
  30%	29*	-1%	21%	-5%	23%	72*
Cc1oc(-c2ccc(Cl)cc2)nc1CN1CCCC(C(=O)N2CCOCC2)C1 (centres undefined)
  -5%	-4	-3%	14%	8%	u	-7
